uPA surface inh – inhibitors of cell surface uPA generation | cell surface uPA generation assay, qHTS | Potency, µM (series often up to 38.3 µM), for inactives: top-dose activity change, negative = inhibition, actives largely listed as inhibitors | 330,000 tested, 0.31% active | AID 540303; active = well fitted inhibition curve with a large enough effect; inconclusive = small, poorly fitted or top-dose-only effect; inactive = no such curve, though single readings can be large or run the other way; tested in mouse RAW 264.7 cells; also: potency is read from the fitted curve at half-maximal effect; % is scaled to controls: 0 for no effect and ±100 for the full control effect; nearly all actives have a fitted effect of over 55% in size
USP2a block – USP2a (human) protease inhibition; 330,000 tested, 0.01% active; O75604; Potency, µM (doses to about 38.3 µM), without a hit: at the top dose activity change, negative = inhibition, hits mostly inhibitors; AID 463254; USP2 core, Ub-CHOP2 coupled fluorogenic reporter, 485/531;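 also: potency is read from the fitted curve at half-maximal effect; plate controls were DMSO wells for no effect and full inhibition by NEM control for full effect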
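Deubiquitinase activity read as fluorescence (485/531 nm) after Ub-CHOP2 cleavage activates the enterokinase reporter on its substrate; USP2 core 10nM, Ub-CHOP2 and substrate 25nM each, 30min compound preincubation then 60min RT; data normalized to NEM, curves fitted.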
TCR act – activates T cell receptor signaling; primary human leukocytes, anti-CD3, IL-2 HTRF, 48 h; Potency, µM (highest dose often 9.22 µM), without a hit: at the top dose activation of IL-2 secretion, hits mostly activators; 330,000 tested, under 10 active; also: % of control where 0% means no effect
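Activity was scored as IL-2 release from primary human leukocytes given only a TCR signal (a-CD3 beads) plus compound for 48 hr. Detection used a two-antibody HTRF format read at 665nm.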
Eya2 phos inh – Eya2 (human) phosphatase inhibition | AID 488837 | recombinant Eya2, OMFP fluorescence dephosphorylation (OMFP is methylfluorescein phosphate) | 330,000 tested, 0.006% active | O00167 | Potency, µM (top dose mostly 76.9 µM), for the others: top-dose activity, negative = inhibition, actives largely listed as inhibitors; also: potency is read from the fitted curve at half-maximal effect; % is scaled to controls: 0 for no effect and ±100 for the full control effect
Target sequence (O00167 whole entry, looked up): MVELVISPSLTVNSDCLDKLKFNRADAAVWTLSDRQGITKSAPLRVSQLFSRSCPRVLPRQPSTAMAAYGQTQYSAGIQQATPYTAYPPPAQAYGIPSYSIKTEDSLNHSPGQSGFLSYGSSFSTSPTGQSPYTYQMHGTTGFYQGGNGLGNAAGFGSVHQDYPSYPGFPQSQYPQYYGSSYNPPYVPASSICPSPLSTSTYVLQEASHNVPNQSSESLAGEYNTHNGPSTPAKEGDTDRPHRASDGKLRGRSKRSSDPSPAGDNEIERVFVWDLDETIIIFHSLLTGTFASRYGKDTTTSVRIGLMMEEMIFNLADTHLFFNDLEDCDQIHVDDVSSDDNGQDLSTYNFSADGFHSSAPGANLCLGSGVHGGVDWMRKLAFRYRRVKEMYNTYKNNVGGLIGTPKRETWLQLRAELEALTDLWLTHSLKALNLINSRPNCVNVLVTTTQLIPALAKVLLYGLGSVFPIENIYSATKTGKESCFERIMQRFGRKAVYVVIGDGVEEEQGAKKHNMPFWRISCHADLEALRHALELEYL
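Eya2 (0.2 uM) preincubated 10 min at ambient with compound, then OMFP substrate added at 50 uM; 10 min reaction in 50 mM HEPES pH 7.5, 50 mM NaCl, 5 uM MgCl2, 0.05% BSA, 1 mM DTT. Fluorescence read at Ex 485/Em 525 nm.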
TSHR antagonist – blocks TSH signaling through the human TSH receptor; P16473; TSHR-expressing cells, TSH-stimulated cAMP HTRF, 2 h; active compounds read low; activity change, negative = inhibition, % at 11.5 µM; 330,000 tested, 0.2% active; AID 504810;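 active = activity change below a set negative limit, meaning inhibition stronger than a set level, cut at about -70% in these data; inconclusive = activity change between two set negative limits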; also: % is scaled to controls: 0 for no effect and ±100 for the full control effect
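TSHR-expressing cells, 200/well, pre-treated with compound, then stimulated with EC80 TSH (4nM final) for 2 hours at 37 deg C. cAMP measured by competitive HTRF: anti-cAMP cryptate antibody in lysis buffer plus cAMP-d2, read after 30 minutes at room temperature.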
ELG1 DNA repair – inhibitors of ELG1-dependent DNA repair in HEK293T cells; Potency, µM (highest dose often 46.1 µM), for inactives: at the highest dose activity change, negative = inhibition, most hits filed as inhibitors; AID 504467; HEK293T ELG1-luciferase reporter, luminescence, 16 h; DNA damage induced by 5-fluorouridine; 330,000 tested, 2.3% active; also: potency is read from the fitted curve at half-maximal effect; % is scaled to controls: 0 for no effect and ±100 for the full control effect; nearly all actives have a fitted effect of over 55% in size
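Step one: seed 2,000 cells per well. Step two: pin-transfer compound or DMSO alongside 5-fluorouridine. Step three: incubate 16 hr, 37 °C, 5% CO2. Step four: add ONE-Glo, wait 30 min, read luminescence.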
B2AR arrestin – agonists driving beta-arrestin recruitment to human beta2-adrenergic receptor; beta-arrestin recruitment to beta2AR, cell-based reporter; Potency, µM (doses to about 46.1 µM), inactives show at the top dose activation, most hits filed as activators; 330,000 tested, 0.02% active;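 also: potency is read from the fitted curve at half-maximal effect; 0% = DMSO controls and full agonism = EC100 isoproterenol or metaproterenol; nearly all actives have a fitted effect of over 65% in size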
Target sequence (P07550 whole entry, looked up): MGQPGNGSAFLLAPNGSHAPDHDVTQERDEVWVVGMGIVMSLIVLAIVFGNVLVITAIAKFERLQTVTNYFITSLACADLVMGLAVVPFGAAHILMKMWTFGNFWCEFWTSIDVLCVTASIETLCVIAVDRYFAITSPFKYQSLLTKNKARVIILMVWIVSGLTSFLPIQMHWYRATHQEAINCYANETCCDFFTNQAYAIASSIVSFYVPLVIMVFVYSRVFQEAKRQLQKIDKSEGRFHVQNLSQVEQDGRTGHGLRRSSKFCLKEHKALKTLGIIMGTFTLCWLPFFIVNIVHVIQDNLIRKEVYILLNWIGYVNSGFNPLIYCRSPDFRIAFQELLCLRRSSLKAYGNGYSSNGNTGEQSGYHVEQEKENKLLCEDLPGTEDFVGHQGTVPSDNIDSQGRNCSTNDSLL
TSG101-PTAP inh – blocks PTAP/TSG101 interaction to inhibit HIV-1 budding; Fluorescence polarization, FITC-PTAP peptide / Tsg101 binding; Potency, µM (highest dose often 115 µM), for inactives: at the highest dose activity change, negative = inhibition, most hits filed as inhibitors; 340,000 tested, under 10 active; Q99816; active = well fitted inhibition curve with a large enough effect in the main read-out, with a control signal flat, not every such curve was filed as active; inconclusive = small, poorly fitted or top-dose-only effect, or effect the other way, or a change in a side signal; inactive = no such curve, though single readings can be large or run the other way; also: potency is read from the fitted curve at half-maximal effect; % of control where 0% means no effect
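FP read-out: FITC-PTAP peptide, 50 nM final, binding Tsg101 binding domain, 10 uM final; 20 min, r.t.; 10 mM HEPES pH 7.5, 0.15 M NaCl, 0.01% Tween 20, 3 mM EDTA, 0.1 mM TCEP.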
BCR signal inh – inhibitors of chronic active B-cell receptor signaling; ABC-DLBCL IkBa-CBG/CBR reporter, luminescence ratio, 4 h; 340,000 tested, 0.05% active; Potency, µM (top dose mostly 46.1 µM), for inactives: at the top dose ratio change, negative = lower green/red ratio, usual class: inhibitors; active = well fitted inhibition curve with a large enough effect in the signal ratio, with a control signal flat, not every such curve was filed as active; inconclusive = small, poorly fitted or top-dose-only effect, or effect the other way, or a change in a side signal; the % refers to the signal ratio;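 also: potency is read from the fitted curve at half-maximal effect; plate controls were basal doxycycline-induced cells for no effect and cells given 10 µM MG132 for full effect; MG132 reads +100%, hits lower the ratio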
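Compounds up to 46 uM were incubated four hours with TMD8 cells whose green CBG68 luciferase is fused to IkappaBalpha; red CBR luminescence normalised the signal, and concentration-effect curves were fitted to fusion, red and ratio data.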
Mito fusion yeast – mitochondrial division inhibition or fusion activation; S. cerevisiae fusion-defective mutant growth rescue, CellTiterGlo 48 h; Potency, µM (doses to about 46.1 µM), for the others: at the highest dose growth rescue (activation), usual class: activators; 320,000 tested, 0.23% active;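 also: potency is read from the fitted curve at half-maximal effect; % of control where 0% means no effect; nearly all actives have a fitted effect of over 45% in size; temperature-sensitive fusion mutants such as fzo1-1 at 37 °C on non-fermentable ethanol glycerol medium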
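Luminescent cell viability in 1536-well qHTS format served as the measure of rescued growth in ts fusion-mutant S. cerevisiae cultured on non-fermentable YPEG for 48 hours at 37C.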
Tb PFK inh – inhibitors of T. brucei phosphofructokinase; 330,000 tested, 0.17% active; T. brucei PFK, ADP-Glo luminescence; O15648; Potency, µM (highest dose often 57.5 µM), inactives show at the highest dose activity, negative = inhibition, hits mostly inhibitors; AID 485367;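 also: potency is read from the fitted curve at half-maximal effect; 0% = uninhibited 1x PFK enzyme wells and -100% = no-enzyme wells; nearly all actives have a fitted effect of over 60% in size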
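Compounds were pin-transferred as a titration series up to 57 uM into substrate buffer (0.5 mM F6P, 0.1 mM ATP, pH 8.0), then 1.25 nM PFK was added and reactions ran 45 min before ADP-Glo detection.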
* = called active by the depositor; ? = inconclusive; / = not tested or not shown; [ ] = remark or other dose. Unless noted, calls follow the shape of the dose curve; as a rule, active = well fitted curve in the direction sought with a large enough effect; inconclusive = small, poorly fitted or top-dose-only effect, or another doubt; inactive = no such curve, though single readings can be large; an effect the other way counts as inactive or inconclusive.

SMILES | uPA surface inh | USP2a block | TCR act | Eya2 phos inh | TSHR antagonist | ELG1 DNA repair | B2AR arrestin | TSG101-PTAP inh | BCR signal inh | Mito fusion yeast | Tb PFK inh
CCc1c(C(=O)Nc2cc(C)cc(C)c2)[nH]c(C)c1C(C)=O | -4% | 2% | 7% | -10% | -11 | 5% | 0.1% | -9% | ? | 12% | -3%
O=C(NCCSCc1ccccc1)c1cc(S(=O)(=O)N2CCOCC2)ccc1F | -9% | 0% | 3% | 6% | 4 | ? | -0.8% | 0% | -1% | 12% | -2%
Cc1cc(C(=O)CCC(=O)NNC(=O)c2ccccc2O)c(C)s1 | 1% | -3% | -8% | -19% | / | 19% | -0.1% | -2% | ? | 3% | 5%
COCc1cc(C)n(CC(=O)Nc2c(C)cccc2C)c(=O)c1C#N | 9% | 0% | 1% | -5% | 5 | -17% | -0.3% | -5% | 0% | 0% | 1%
COCCCn1cnnc1SCc1nc2sc(C(C)=O)c(C)c2c(=O)[nH]1 | -13% | 0% | 2% | 0% | -1 | -5% | -0.4% | -2% | 3% | 3% | -1%
CCOCCCNS(=O)(=O)c1ccc(Br)cc1 | 5% | 0% | 4% | 2% | 6 | 22% | 0.4% | 1% | -2% | -7% | 2%
CC(CC(=O)Nc1ccc(F)cc1)S(=O)(=O)c1ccc2c(c1)NC(=O)CO2 (configuration not stated) | 3% | 1% | -3% | 10% | 25 | -3% | -0.3% | -8% | 3% | 8% | -1%
Clc1cccc(Nc2ncnc3ccc(Br)cc23)c1 | -36% | -3% | -5% | -7% | -1 | ? | -0.9% | -5% | ? | 5% | 0%
COC(=O)C1CSc2[nH]c(=O)sc2C1c1ccc(O)c(OC)c1 (configuration not stated) | -3% | 3% | -3% | -30% | 24 | 7% | -2.5% | -1% | -6% | 1% | 2%
COc1ccc2[nH]cc(/C=C(/C#N)S(=O)(=O)c3ccccc3)c2c1 | -1% | 2% | 7% | -9% | -10 | ? | 0.5% | 0% | ? | -3% | 5%
COCCn1c(SCC(=O)NC2(C#N)CCCCC2)nc2ccccc2c1=O | 5% | -4% | 1% | -5% | 0 | 8% | 0.5% | -9% | 1% | 4% | 0%
O=C(Nc1cccc(F)c1)N1CC=C(c2ccc(Cl)cc2)CC1 | -1% | -6% | 9% | -17% | -32 | ? | -0.1% | -5% | ? | 12% | -3%
O=c1c2ccccc2nc(-c2ccoc2)n1CCc1ccccc1 | -3% | 0% | -2% | 1% | -19 | ? | -0.2% | -3% | ? | ? | 5%
Cc1ccc(-n2cc(CNCCN3CCOC3=O)c(-c3ccc(F)cc3)n2)cc1 | -6% | -1% | -2% | -8% | -10 | ? | 0.1% | -1% | 3% | -8% | -2%
CC1(C)SC(=S)N(/N=C/c2ccccc2)C1N(O)C(=O)Nc1ccc([N+](=O)[O-])cc1 (configuration not stated) | -1% | 1% | 9% | -1% | -20 | 5% | -0.3% | -2% | ? | 0% | 1%
Cc1cc(C(=O)Nc2ccc(S(=O)(=O)N3CCOCC3)cc2)ccc1[N+](=O)[O-] | -10% | 3% | 1% | 1% | 4 | ? | -0.5% | -1% | -1% | 5% | 1%
COc1ccc(/C=C/C(=O)NC(=S)NN2CCCCC2c2cccnc2)cc1 (configuration not stated) | -21% | -7% | 5%[46.1 µM] | 8% | 31 | 2% | -0.7% | 0% | ? | -13% | -2%
O=C(Nc1cccc([N+](=O)[O-])c1)c1ccn[nH]1 | 0% | 1% | 1% | -6% | 7 | ? | 0.2% | 0% | ? | 0% | -5%
CC1NC(=O)NC1CCCCCC(=O)NCCc1ccccc1 (configuration not stated) | 3% | 1% | 0% | 12% | 4 | -8% | -1.1% | -5% | ? | 0% | 0%
O=C1c2ccccc2C(=O)N1CCCCN(C(=O)c1cc2ccccc2oc1=O)c1ccc(F)cc1F | 3% | 1% | -3%[46.1 µM] | 6% | 0 | -22% | 0.2% | 0% | -2% | 29% | -4%
O=S(=O)(NCC1CCCO1)c1ccc(NS(=O)(=O)c2ccc(F)cc2)cc1 (configuration not stated) | 1% | 4% | -2% | 7% | -5 | 8% | -0.2% | -6% | -17% | -7% | 3%
COc1cc(CNCCc2ccccc2)ccc1OCc1ccc(Cl)nc1 | -19% | -1% | 0% | 6% | 2 | 15% | -0.1% | -2% | 16% | -6% | -8%
COc1cc(NC(=O)Cn2c(C)cc3ccccc3c2=O)cc(OC)c1OC | 7% | 0% | -11% | -22% | -4 | 3% | 3.2% | -9% | 0% | -1% | -2%
O=C1/C(=C/c2cccnc2)Oc2cc(OS(=O)(=O)c3ccc(F)cc3)ccc21 | / | 4% | / | 15% | -11 | -25% | 0.3% | -4% | 7% | 0% | -6%

Complete entries, quoted from the list.
Listed for O=C1/C(=C/c2cccnc2)Oc2cc(OS(=O)(=O)c3ccc(F)cc3)ccc21 : uPA surface inh = /; USP2a block = 4%; TCR act = /; Eya2 phos inh = 15%; TSHR antagonist = -11; ELG1 DNA repair = -25%; B2AR arrestin = 0.3%; TSG101-PTAP inh = -4%; BCR signal inh = 7%; Mito fusion yeast = 0%; Tb PFK inh = -6%
Listed for O=C1c2ccccc2C(=O)N1CCCCN(C(=O)c1cc2ccccc2oc1=O)c1ccc(F)cc1F : uPA surface inh = 3%; USP2a block = 1%; TCR act = -3%[46.1 µM]; Eya2 phos inh = 6%; TSHR antagonist = 0; ELG1 DNA repair = -22%; B2AR arrestin = 0.2%; TSG101-PTAP inh = 0%; BCR signal inh = -2%; Mito fusion yeast = 29%; Tb PFK inh = -4%

Next section
SMILES | uPA surface inh | USP2a block | TCR act | Eya2 phos inh | TSHR antagonist | ELG1 DNA repair | B2AR arrestin | TSG101-PTAP inh | BCR signal inh | Mito fusion yeast | Tb PFK inh
Cc1ccc(CN2CCN(Cc3nc4c(s3)CCCC4)CC2CCO)cc1 (configuration not stated) | -5% | 1% | 14% | 0% | -3 | ? | -0.2% | 2% | -26% | 2% | 3%
Cc1onc(-c2ccccc2)c1C(=O)N(C)CCc1ccccn1 | 2% | 1% | -2% | 4% | 6 | -1% | -0.2% | -4% | -1% | 0% | -2%
CCOC(=O)CC(=O)CSc1ccc2nnc(-c3cccc(F)c3)n2n1 | / | 4% | 6% | 1% | -1 | ? | -0.3% | -3% | 1% | 13% | 1%
COC(=O)c1ccccc1S(=O)(=O)Nc1ccc(OC)nc1 | 3% | 1% | 3% | 2% | -2 | -1% | 0.2% | -2% | -5% | 1% | 3%
CC(C)C(=O)Nc1ccc(NC(=O)c2cccs2)cn1 | -2% | 0% | 6% | 19% | 11 | ? | -0.6% | -2% | -3% | 1% | 4%
O=C(Nc1ccc2c(c1)OCCO2)C(=O)c1c[nH]c2ccccc12 | -19% | 2% | 0% | -1% | -15 | ? | -0.3% | -1% | ? | -1% | 2%
COC(=O)c1ccc(CSc2nnc3n(Cc4ccccc4OC)c(=O)c4ccccc4n23)o1 | 2% | 2% | -1% | -9% | -15 | ? | -1.0% | 0% | 0% | 3% | -2%
O=C(CN1C(=O)C2CC=CCC2C1=O)OCc1cc(=O)n2cc(Br)ccc2n1 (configuration not stated) | 0% | -2% | 0% | 5% | 5 | 2% | 0.2% | -2% | ? | 21% | -3%
CCOC(=O)/C(C#N)=N\Nc1cc(Cl)ccc1OC | 5% | 9% | 0% | 0% | 0 | 0% | -0.6% | ? | 5% | 7% | 4%
O=C1CC(N2CCN(Cc3ccccc3)CC2)C(=O)N1c1ccccc1 (configuration not stated) | 4% | -1% | 7% | 11% | 1 | 0% | 0.1% | -2% | 1% | -1% | -1%
O=C(Cn1c(=O)oc2ccccc21)Nc1ccc2c(c1)OCCO2 | 3% | 2% | -6% | 0% | 8 | 15% | 0.1% | -6% | 3% | -2% | 17%
CCO[C@H]1OC(C(=O)O)=C[C@@H](c2ccc(C(F)(F)F)cc2)[C@@H]1CCCO | 3% | 2% | -11% | -13% | 0 | -16% | 4.0% | / | 0% | -3% | 0%

Assay outcomes deposited in PubChem by National Center for Advancing Translational Sciences (NCATS).
